proKLK7 act = activates the human kallikrein-7 zymogen. AID 652039. purified proKLK7, EDANS-DABCYL substrate fluorescence; 100% is mature enzyme control, 0% vehicle. activation, % at 7 µM. P49862. hit rate 0.9% among 370,000;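 active means activation above the mean of all tested compounds plus 3 SD, computed per campaign excluding outliers beyond control limits, cut at about 13% in these data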
Target sequence (P49862 whole entry, looked up): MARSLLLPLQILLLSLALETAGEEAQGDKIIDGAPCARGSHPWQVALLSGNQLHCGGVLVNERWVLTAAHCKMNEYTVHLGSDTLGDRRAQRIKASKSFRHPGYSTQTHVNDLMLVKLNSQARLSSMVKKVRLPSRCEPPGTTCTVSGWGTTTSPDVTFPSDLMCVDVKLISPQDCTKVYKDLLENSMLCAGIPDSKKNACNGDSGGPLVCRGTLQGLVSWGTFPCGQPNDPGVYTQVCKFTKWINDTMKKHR
UHRF1 binding = human UHRF1 methylated DNA binding inhibitors; inhibition, % at 4.4 µM; Q96T88; AID 687016; hit rate 0.75% among 370,000; UHRF1 binding to methylated oligo, TR-FRET; in the data active means inhibition above about 21%;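 further: UHRF1 SRA domain binding a hemimethylated CpG hairpin DNA probe; 0% = median of test compound wells and 100% = reference inhibitor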
ASAP1 inh = inhibitors of human ASAP1 ArfGAP activity. ASAP1-stimulated ARF1 GTP hydrolysis, GDP FP detection. inhibition, % at 16.5 µM. hit rate 0.19% among 360,000. AID 624377; in the data active means inhibition above about 25%;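 further: 0% = vehicle with enzyme and substrate and 100% = no enzyme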
PLCg1 inh = blocks human PLC-gamma1 enzyme activity; inhibition, % at 12.2 µM; hit rate 0.84% among 370,000; purified PLC-gamma1, fluorogenic substrate, fluorescence; in the data active means inhibition above about 9.5%
DDE Tn6 FP inh = inhibitors of Tn6 peptide binding to human fibrin DD(E); P02675; hit rate 0.21% among 370,000; inhibition, % at 8.3 µM; AID 720509; Fibrin DD(E) TRITC-Tn6 fluorescence polarization displacement;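 active means inhibition above a per-campaign cutoff: mean of compounds within control limits plus 3 SD, cut at about 15% in these data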;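 further: 0% = median of all compound wells on the plate and 100% = blocking peptide control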
MBD2 DNA inh = blocks human MBD2 binding to methylated DNA; Q9UBB5; TR-FRET, MBD2 binding to methylated oligonucleotide; inhibition, % at 4.4 µM; hit rate 0.31% among 370,000; AID 686964; in the data active means inhibition above about 13%
ADAM17 inh = inhibits human ADAM17; hit rate 0.83% among 370,000; inhibition, % at 6.95 µM; recombinant ADAM17, EDANS/DABCYL FRET peptide cleavage; P78536;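 active means inhibition above the mean of compounds lying between control limits plus 3 SD, set per campaign, cut at about 8.5% in these data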;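 further: 0% = DMSO-only wells as the low control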
Target sequence (P78536 215-824 limits assumed): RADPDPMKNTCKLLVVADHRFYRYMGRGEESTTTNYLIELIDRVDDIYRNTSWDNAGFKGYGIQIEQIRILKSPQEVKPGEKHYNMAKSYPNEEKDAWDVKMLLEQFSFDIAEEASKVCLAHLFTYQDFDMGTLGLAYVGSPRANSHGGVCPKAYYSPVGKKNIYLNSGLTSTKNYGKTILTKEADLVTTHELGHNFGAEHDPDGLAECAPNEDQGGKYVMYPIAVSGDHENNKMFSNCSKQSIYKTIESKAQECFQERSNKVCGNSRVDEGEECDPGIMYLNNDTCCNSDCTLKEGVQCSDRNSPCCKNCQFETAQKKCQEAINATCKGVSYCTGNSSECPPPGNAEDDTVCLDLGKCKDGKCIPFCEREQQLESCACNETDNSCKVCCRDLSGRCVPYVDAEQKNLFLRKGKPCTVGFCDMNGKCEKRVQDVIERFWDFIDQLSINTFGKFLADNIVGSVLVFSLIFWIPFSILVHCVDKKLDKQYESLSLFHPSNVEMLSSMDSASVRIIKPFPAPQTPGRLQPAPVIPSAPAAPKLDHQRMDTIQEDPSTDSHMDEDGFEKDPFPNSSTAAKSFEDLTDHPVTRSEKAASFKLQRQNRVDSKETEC
PLC-beta3 inh = blocks human PLC-beta3 enzyme activity; hit rate 0.18% among 370,000; Q01970; Purified PLC-beta3, fluorogenic substrate, fluorescence; inhibition, % at 12.2 µM; in the data active means inhibition above about 11%;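 further: 0% = median of compound wells on plate and 100% = full blocker control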
ARFGAP1 inhibitor = inhibits rat ARF GTPase activating protein 1; Q62848; Arfgap1-stimulated ARF1 GTP hydrolysis, GDP FP detection; inhibition, % at 16.5 µM; hit rate 0.26% among 360,000; AID 651572;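 active means inhibition above a per-plate limit, mean inhibition of low control wells plus 3 SD, cut at about 25% in these data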;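 further: 0% = DMSO wells with enzyme and 100% = wells lacking Arfgap1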
Target sequence (Q62848 1-136 limits assumed): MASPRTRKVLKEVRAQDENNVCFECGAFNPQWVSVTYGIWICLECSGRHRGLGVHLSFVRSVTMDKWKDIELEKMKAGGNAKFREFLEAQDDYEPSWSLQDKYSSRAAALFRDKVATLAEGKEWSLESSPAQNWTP
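Material: rat Arfgap1 catalytic domain, aa 1-136; also added: human ARF1(Δ1-17)-GTP substrate; compound dosing: one concentration, 16.5 µM, DMSO 1.26%; incubation: GTP hydrolysis reaction 2 h at 25 °C; measured by: Tracer-displacement fluorescence polarization with EDTA stop, 620/688 nm; evaluation: % inhibition from polarization; repeats: one replicate per compound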
Tn7 DDE FP = disrupts Tn7 cyclic peptide binding to fibrin D-Dimer-E complex; P02675; FP displacement of FITC-Tn7 peptide from fibrin DD(E); 0% = median of compound wells per plate; inhibition, % at 8.3 µM; hit rate 0.13% among 370,000; AID 720508;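 active means inhibition above the mean of compounds falling within the control limits plus 3 SD of them, cut at about 14% in these data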;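 further: 0% = plate median of compound wells and 100% = 10 µM Aha-Tn7 peptide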
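Assay system: Human clot-derived fibrin DD(E) complex | Buffer or medium: Tris/NaCl/CaCl2 buffer, pH 7.8 | Repeats: One replicate per compound | Benchmarks: Aha-Tn7 high control | Measure: % inhibition scaled between sample-field median and high-control FP | Schedule: 10 min plus 3 h, room temperature | Signal: Fluorescence polarization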
Starred values were filed as active, the others as inactive; . = not tested or not shown.

SMILES	proKLK7 act	UHRF1 binding	ASAP1 inh	PLCg1 inh	DDE Tn6 FP inh	MBD2 DNA inh	ADAM17 inh	PLC-beta3 inh	ARFGAP1 inhibitor	Tn7 DDE FP
Fc1ccc2nc3[nH]c4ccccc4c3nc2c1	-2.6	-7	10	-64	3	0	-1	-75	4	-5
Cc1ccc(C(=O)COC(=O)c2nc(Cl)ccc2Cl)cc1	3.4	-1	-1	0	7	-5	2	-1	-3	8
Cc1[nH]nc2c1C(c1cccnc1)N(c1ccc(Br)cc1)C2=O (configuration not stated)	0.0	-1	12	3	1	-6	-2	1	-7	0
Cc1ccc(C(=O)NCc2nnc(SCC(=O)NC(C)c3ccccc3)n2C)cc1 (configuration not stated)	-0.2	0	-10	5	-3	-4	-3	0	3	1
CC(C)/C=C/CN1CCCC(N2CCN(c3cccc(Cl)c3)CC2)C1 (configuration not stated)	0.3	6	6	7	0	-4	2	-6	11	-9
CCCCNS(=O)(=O)c1ccc2nc(SCC(=O)Nc3cc(C)cc(C)c3)[nH]c2c1	0.3	-2	3	0	-3	-1	7	3	7	7
N/C(=N\S(=O)(=O)c1ccc(Cl)s1)c1ccccc1	0.3	-1	9	-3	6	-1	-9	-3	-14	3
Cc1c(C(=O)Nc2ccc(F)c(F)c2)oc2ccc(S(=O)(=O)N3CCCCC3)cc12	0.1	23*	2	-3	0	4	-1	0	-1	-3
Cc1ccccc1-c1csc(C(O)c2cccc(Cl)c2)n1 (configuration not stated)	0.6	2	13	2	1	-1	7	-5	-1	0
CS(=O)(=O)N(CC(=O)N1CCN(c2ccc(F)cc2)CC1)c1cccc(Cl)c1	-0.1	1	8	4	-3	0	0	2	9	-2
COc1ccc(C(CNC(=O)c2cccc(NS(=O)(=O)c3ccc(C)c(F)c3)c2)N2CCOCC2)cc1 (configuration not stated)	-0.1	0	1	-3	3	-1	-2	-3	5	1
O=C(/C=C/c1ccccc1)N1CCOCC1	-0.4	0	-7	9	7	1	3	-1	6	-2
CC(=O)c1cccc(NC(=O)c2ccc3c(c2)OCO3)c1	0.4	4	-4	4	1	-1	-6	-10	5	2
O=C(Cc1ccccc1)Nc1nc(-c2ccc(F)c(F)c2)cs1	0.4	-1	-2	3	8	-4	1	-6	-2	4
COc1ccc(/C=C2\SC(=S)N(CC(=O)N3CCN(C)CC3)C2=O)cc1	0.4	-5	4	1	-4	-5	-1	-6	9	1
Fc1ccc(-c2nc(-c3cnccn3)no2)c(Cl)c1	0.3	-1	-2	2	1	3	-3	-5	8	5
O=C1C2C3C=CC(C3)C2C(=O)N1CCCCN1C(=O)C2C3C=CC(C3)C2C1=O (configuration not stated)	-0.1	2	7	0	-9	7	-3	1	3	4
COc1ccc(S(=O)(=O)N2CCOCC2)cc1NC(=O)COC(=O)c1oc2ccccc2c1C	0.4	-2	-4	-1	8	2	-2	-3	-11	-4
O=C(CCn1c(=O)oc2ccc(Cl)cc21)N1CCN(c2ccccc2)CC1	0.9	-1	-2	1	0	-3	2	-4	17	3
Cc1cc(=O)n2ccsc2n1	0.1	.	-5	4	3	-2	1	-1	0	4
Cc1cccc(NC(=O)NCC2CC2)c1	0.0	-1	-8	2	2	0	-1	-5	-14	-2
COCCNC(=S)N1CCc2cc(OC)c(OC)cc2C1c1cccs1 (configuration not stated)	0.2	-1	4	0	4	-1	-3	-7	-2	0
O=C(CSc1nnc(COc2ccccc2)n1-c1ccc(Cl)cc1)Nc1ccc(OCc2ccccc2)cc1	0.0	0	.	-3	7	2	1	1	.	7
CCCCC1=CC2=C(c3ccco3)C(=O)C(C)(OC(=O)c3ccc(OC)cc3)C(=O)C2=CN1CCCCO (configuration not stated)	6.2	-2	-7	-125	1	-6	-5	-164	2	7
Cc1ccc(NC(=O)NC2CC(=O)N(c3ccc4c(c3)OCCO4)C2)cc1F (configuration not stated)	0.4	0	6	-1	-6	2	-2	-10	15	2
Cn1nnc(NC(=S)NC(=O)c2ccco2)n1	-0.7	-3	7	2	-6	1	-1	3	0	-7
OCCCNCc1ccc(Cl)cc1Cl	-0.5	2	-2	2	1	3	-4	0	4	4
CN(C)c1ccc(N=Cc2nc(-c3ccccc3)oc2OC(=O)c2cccc(Br)c2)cc1	0.2	-3	6	-14	2	-8	4	-17	9	-17
COc1cc(C(=S)N2CCOCC2)ccc1OC(=O)c1ccc([N+](=O)[O-])cc1[N+](=O)[O-]	-0.1	1	-17	1	-5	2	-4	-5	0	4
CC(C)C1C(=O)N(Cc2cn(CCC3OCCCO3)nn2)CCS(=O)(=O)N1Cc1ccc(-c2ccc(Cl)cc2)cc1 (configuration not stated)	0.4	0	13	0	2	0	-1	1	-7	-2
CC(CCc1ccccc1)NC(=O)c1ccco1 (configuration not stated)	-0.3	0	-1	0	5	-3	-2	-4	6	1
C[C@H](c1ccccc1)N1C[C@H](COCc2ccccc2)Oc2cc(N3CCC[C@H]3C(N)=O)ccc2S1(=O)=O	-0.3	4	-1	3	-4	5	-1	1	-9	3
Cn1c(=O)cc(OCCCC(=O)NC2CCCC2)c2ccccc21	-0.5	1	-11	3	1	-3	1	2	-12	0
CC1(c2ccccc2Cl)NC(=O)N(CC(=O)Nc2ccc(N3CCOCC3)cc2)C1=O (configuration not stated)	-0.2	1	-4	2	0	0	-5	-4	-2	6
FC(F)(F)c1ccccc1/C=N/n1c(C2CCCCC2)n[nH]c1=S	0.6	-3	3	0	4	-5	0	-4	16	1
O=C(COc1ccc2c(C(F)(F)F)cc(=O)oc2c1)Nc1ccc2c(c1)OCCO2	-5.4	-2	-4	-198	1	-6	-11	-230	-4	5
CN(C)/C=N/c1ncc(C(=O)c2ccccc2)s1	-0.4	-1	-9	-3	3	2	-1	-11	-4	-2
CC(C)N(Cc1ccccc1)C(=O)COC(=O)CCC(=O)c1ccc(F)cc1	0.2	6	-1	-1	3	4	0	-4	7	-4
COc1cc2[nH]c3c(OC)ncnc3c2cc1OC	0.1	10	-2	-147	-10	12	-29	-184	1	-3
Cc1cc(C)c(C(=O)/C=C/c2cccc3ccccc23)c(=O)[nH]1	-0.2	-4	8	-11	6	0	3	-12	8	-1

Of the compounds above, these have two or more sulfur atoms.
SMILES	proKLK7 act	UHRF1 binding	ASAP1 inh	PLCg1 inh	DDE Tn6 FP inh	MBD2 DNA inh	ADAM17 inh	PLC-beta3 inh	ARFGAP1 inhibitor	Tn7 DDE FP
CCCCNS(=O)(=O)c1ccc2nc(SCC(=O)Nc3cc(C)cc(C)c3)[nH]c2c1	0.3	-2	3	0	-3	-1	7	3	7	7
N/C(=N\S(=O)(=O)c1ccc(Cl)s1)c1ccccc1	0.3	-1	9	-3	6	-1	-9	-3	-14	3
COc1ccc(/C=C2\SC(=S)N(CC(=O)N3CCN(C)CC3)C2=O)cc1	0.4	-5	4	1	-4	-5	-1	-6	9	1
COCCNC(=S)N1CCc2cc(OC)c(OC)cc2C1c1cccs1 (configuration not stated)	0.2	-1	4	0	4	-1	-3	-7	-2	0

Profiles from above. Order of values: proKLK7 act | UHRF1 binding | ASAP1 inh | PLCg1 inh | DDE Tn6 FP inh | MBD2 DNA inh | ADAM17 inh | PLC-beta3 inh | ARFGAP1 inhibitor | Tn7 DDE FP
Entry for O=C(Cc1ccccc1)Nc1nc(-c2ccc(F)c(F)c2)cs1 : 0.4 | -1 | -2 | 3 | 8 | -4 | 1 | -6 | -2 | 4
Entry for Cc1c(C(=O)Nc2ccc(F)c(F)c2)oc2ccc(S(=O)(=O)N3CCCCC3)cc12 : 0.1 | 23* | 2 | -3 | 0 | 4 | -1 | 0 | -1 | -3
Entry for CC1(c2ccccc2Cl)NC(=O)N(CC(=O)Nc2ccc(N3CCOCC3)cc2)C1=O (configuration not stated) : -0.2 | 1 | -4 | 2 | 0 | 0 | -5 | -4 | -2 | 6

Additional compounds follow:
SMILES	proKLK7 act	UHRF1 binding	ASAP1 inh	PLCg1 inh	DDE Tn6 FP inh	MBD2 DNA inh	ADAM17 inh	PLC-beta3 inh	ARFGAP1 inhibitor	Tn7 DDE FP
CC(=O)Nc1cccc(NC(=O)C2CC(=O)N(C3CCCCC3)C2)c1 (configuration not stated)	-0.3	5	-6	-1	-5	3	2	-6	-8	1
Cc1cccc(C)c1NC(=O)COC(=O)c1cc(-c2cccnc2)nc2ccccc12	-0.3	-7	-3	-14	-4	-3	-9	-16	-9	1
COc1cc(NC(=S)Nc2ncccc2C)cc(OC)c1OC	0.3	-2	-16	-1	-1	-4	-2	-3	-5	-1
O=C(NCCCc1ccccn1)C1CCC(=O)N(Cc2cccc(F)c2)C1 (configuration not stated)	0.1	2	7	0	-3	0	-4	1	1	1
O=C(COC(=O)C1CCCCC1)Nc1ccc(N2CCCCC2)cc1	-0.1	0	-2	2	-3	-4	3	-1	12	-8
COC(=O)C(C(=O)OC)C(CC(=O)c1ccc(Br)cc1)c1ccccc1 (configuration not stated)	0.4	0	-10	0	-9	-4	0	1	13	1
Cc1ccc(C(=O)NC2CCCC2)cc1S(=O)(=O)N1CCCCC1	-0.2	1	6	2	-4	-2	-3	-3	-5	0
N#CCC(=O)NNC(=S)NC(=O)C(c1ccccc1)c1ccccc1	-0.2	-10	-9	-4	4	1	-4	-6	-6	5
CCC1CCc2c(c3ccccc3[nH]c2=O)O1 (configuration not stated)	0.5	-3	-1	3	5	2	-5	2	2	-1
COc1ccc(-n2nnnc2C2(C)CCC(=O)N2Cc2ccccc2)cc1 (configuration not stated)	0.8	-2	6	0	4	-1	-4	2	0	1
COc1cccc(C(=O)CN2CCN(S(=O)(=O)c3cccc([N+](=O)[O-])c3)CC2)c1	-0.3	-3	2	4	3	3	1	0	3	1
O=C(/C=C/c1ccccc1)NC(=S)Nc1cccnc1	-0.6	-2	5	0	-4	1	-2	0	6	-4
O=C(/C=C/c1ccc(Cl)cc1Cl)NCc1ccncc1	-0.2	-2	-3	4	1	0	0	3	-1	-2

A portion taken from the entries so far:
SMILES	proKLK7 act	UHRF1 binding	ASAP1 inh	PLCg1 inh	DDE Tn6 FP inh	MBD2 DNA inh	ADAM17 inh	PLC-beta3 inh	ARFGAP1 inhibitor	Tn7 DDE FP
Fc1ccc2nc3[nH]c4ccccc4c3nc2c1	-2.6	-7	10	-64	3	0	-1	-75	4	-5
Cc1ccc(C(=O)COC(=O)c2nc(Cl)ccc2Cl)cc1	3.4	-1	-1	0	7	-5	2	-1	-3	8
Cc1[nH]nc2c1C(c1cccnc1)N(c1ccc(Br)cc1)C2=O (configuration not stated)	0.0	-1	12	3	1	-6	-2	1	-7	0
Cc1ccc(C(=O)NCc2nnc(SCC(=O)NC(C)c3ccccc3)n2C)cc1 (configuration not stated)	-0.2	0	-10	5	-3	-4	-3	0	3	1
